# High-throughput results (PubChem BioAssay)
# MmCpn inh = M. maripaludis TRiC chaperonin inhibition; purified Mm-Cpn ATPase, ADP Transcreener TR-FRET; Potency, µM (series often up to 76.9 µM), for the others: top-dose activity, negative = inhibition, actives largely listed as inhibitors; 330,000 compounds, 0.031% hits; further: potency means the concentration at half of the fitted maximal effect; on the % scale 0 is the no-effect control and ±100 the full control effect; nearly all actives have a fitted effect of over 80% in size
#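 ATPase turnover read by TR-FRET ADP competition (Eu cryptate antibody/ADP-d2, 665/590 nm): 10uM ATP final, 25nM Mm-CPN final, 30 min 37degC after 10-min compound preincubation, pH 7.4 Tris/KCl/MgCl2/DTT buffer.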
# CCT modulator = cytosolic chaperonin activity modulation | purified chaperonin ATPase assay, HTRF ADP detection, 30 min | activity change, % (test concentration not listed), hits read low | 360,000 compounds, 0.3% hits; in the data active means activity change below about -30%; further: on the % scale 0 is the no-effect control and ±100 the full control effect
#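 ATPase activity: ADP formed was measured by HTRF Transcreener (665/615 nm ratio) after 30 min at 37 deg C with 10 uM ATP. Compounds screened at one 76 uM concentration against 40 or 20 nM TRiC in Tris pH 7.4/KCl/MgCl2/DTT buffer.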
# EPAC2 antagonist = EPAC2 (human) antagonism; EPAC2 GEF exchange of Rap1B-BODIPY-GDP, fluorescence; Potency, µM (top dose mostly 114 µM), inactives show at the highest dose activity, negative = inhibition, hits mostly inhibitors; 360,000 compounds, 0.18% hits; AID 720708; further: potency means the concentration at half of the fitted maximal effect; on the % scale 0 is the no-effect control and ±100 the full control effect; nearly all actives have a fitted effect of over 45% in size; many of its hits are not listed in these tables
# EPAC1 ag = agonists of human EPAC1. Potency, µM (top dose mostly 154 µM), without a hit: at the top dose activation, actives largely listed as activators. AID 720707. 360,000 compounds, 0.073% hits. EPAC1 agonist qHTS, biochemical assay; response scale: 100% = response to 6.5 mM cAMP; further: potency means the concentration at half of the fitted maximal effect; nearly all actives have a fitted effect of over 60% in size
#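 EPAC1 100 nM, Rap1B–BODIPY-GDP 250 nM, unlabeled GDP 50 uM; compound titration; 5 min RT; kinetic read ex480/em540 at 5-min intervals ×30 min; data normalized to 6.5 mM cAMP agonist control.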
# EPAC1 antagonist = antagonists of human EPAC1; EPAC1 GEF assay, Rap1b-BODIPY-GDP exchange fluorescence; AID 720709; O95398; 360,000 compounds, 0.14% hits; Potency, µM (series often up to 115 µM), for inactives: at the top dose activity change, negative = inhibition, actives largely listed as inhibitors;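 further: potency means the concentration at half of the fitted maximal effect; plate controls were vehicle for no effect and positive control for full effect; nearly all actives have a fitted effect of over 50% in size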
# WRN helicase inh = WRN helicase (human) inhibition | WRN helicase unwinding, fluorescent forked duplex, kinetic | 360,000 compounds, 0.46% hits | Potency, µM (top dose mostly 114 µM), for the others: top-dose activity change, negative = inhibition, usual class: inhibitors | Q14191; further: potency means the concentration at half of the fitted maximal effect; on the % scale 0 is the no-effect control and ±100 the full control effect; nearly all actives have a fitted effect of over 55% in size
# Target sequence (Q14191 whole entry, looked up): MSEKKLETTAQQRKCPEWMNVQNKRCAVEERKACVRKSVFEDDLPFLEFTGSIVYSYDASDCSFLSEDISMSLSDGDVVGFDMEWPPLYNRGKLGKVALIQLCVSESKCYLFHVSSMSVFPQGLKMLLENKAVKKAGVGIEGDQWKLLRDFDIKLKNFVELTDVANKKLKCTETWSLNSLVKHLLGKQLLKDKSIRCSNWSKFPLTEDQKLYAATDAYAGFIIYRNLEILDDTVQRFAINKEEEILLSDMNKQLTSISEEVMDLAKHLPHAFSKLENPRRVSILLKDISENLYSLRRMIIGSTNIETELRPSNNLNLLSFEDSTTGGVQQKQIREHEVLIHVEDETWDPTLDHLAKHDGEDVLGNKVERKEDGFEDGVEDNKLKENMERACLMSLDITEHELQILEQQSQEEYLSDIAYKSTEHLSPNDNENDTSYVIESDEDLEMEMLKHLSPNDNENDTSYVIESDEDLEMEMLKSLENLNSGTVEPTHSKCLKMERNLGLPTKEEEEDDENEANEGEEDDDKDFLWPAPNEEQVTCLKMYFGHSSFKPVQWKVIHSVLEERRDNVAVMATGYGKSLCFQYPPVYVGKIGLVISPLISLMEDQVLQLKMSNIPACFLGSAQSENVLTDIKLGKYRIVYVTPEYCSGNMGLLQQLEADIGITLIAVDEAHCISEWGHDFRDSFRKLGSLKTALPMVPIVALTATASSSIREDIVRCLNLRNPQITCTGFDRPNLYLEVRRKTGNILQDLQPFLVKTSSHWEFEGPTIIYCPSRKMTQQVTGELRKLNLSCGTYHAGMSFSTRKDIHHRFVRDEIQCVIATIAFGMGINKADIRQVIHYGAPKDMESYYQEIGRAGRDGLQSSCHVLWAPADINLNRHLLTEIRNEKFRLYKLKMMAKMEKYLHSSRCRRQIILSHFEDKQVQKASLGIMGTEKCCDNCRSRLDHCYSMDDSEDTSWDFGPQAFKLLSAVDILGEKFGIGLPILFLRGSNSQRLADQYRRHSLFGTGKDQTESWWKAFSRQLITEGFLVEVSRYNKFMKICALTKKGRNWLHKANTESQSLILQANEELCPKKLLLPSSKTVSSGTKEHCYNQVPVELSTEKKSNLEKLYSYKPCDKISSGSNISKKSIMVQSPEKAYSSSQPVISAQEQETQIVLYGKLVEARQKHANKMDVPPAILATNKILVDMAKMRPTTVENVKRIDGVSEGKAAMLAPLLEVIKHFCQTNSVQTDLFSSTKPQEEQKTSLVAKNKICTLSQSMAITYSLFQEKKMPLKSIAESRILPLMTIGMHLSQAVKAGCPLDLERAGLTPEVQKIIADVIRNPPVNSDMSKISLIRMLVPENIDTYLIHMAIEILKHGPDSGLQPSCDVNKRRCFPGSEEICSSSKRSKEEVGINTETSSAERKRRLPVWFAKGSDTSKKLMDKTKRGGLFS
#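 Primary qHTS, 1536-well format. 20 nM WRN + compound, 15 min RT; start with 100 nM forked fluorophore/quencher duplex, 2 mM ATP (final); kinetic read ex 525/em 598 nm.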
# PLK1 PBD inh = PLK1 (human) polo-box domain binding inhibition; P53350; Plk1 PBD binding of FITC phosphopeptide, fluorescence polarization; Potency, µM, for inactives: max response, negative = inhibition, hits mostly inhibitors; 360,000 compounds, 2.8% hits; AID 720504; further: potency means the concentration at half of the fitted maximal effect; series mostly up to about 57 µM; on the % scale 0 is the no-effect control and ±100 the full control effect; nearly all actives have a fitted effect of over 65% in size
# PI5P4Ka inh = inhibitors of human PI5P4K alpha; PI5P4Kalpha enzyme, ADP-Glo luminescence, 60 min; hits give low values; 330,000 compounds, 1.2% hits; P48426; max response, %; active means max response of -50% or lower; inconclusive means between -30% and -50%; inactive means -30% or higher; further: value at the top dose of about 77 µM; on the % scale 0 is the no-effect control and ±100 the full control effect
#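 ADP-Glo luminescence end-point after a 60 min room-temperature kinase reaction. PI5P4Kalpha and substrate in HEPES pH 7.4 buffer with EGTA, 0.1% CHAPS and 5% DMSO; ATP at 5 microM final.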
# Starred values were filed as active, the others as inactive; ? = inconclusive; . = no result given; [ ] = remark or other dose. Unless noted, the call rests on the fitted dose curve; in most records, active means well fitted curve in the direction sought with a large enough effect; inconclusive means small, poorly fitted or top-dose-only effect, or another doubt; inactive means no such curve, though single readings can be large; an effect the other way counts as inactive or inconclusive.
# The first two entries as a preview:
# Results follow in this order: EPAC1 ag	CCT modulator	EPAC1 antagonist	PLK1 PBD inh	PI5P4Ka inh	EPAC2 antagonist	WRN helicase inh	MmCpn inh
> COC(=O)C1C(c2ccc(OC)cc2)Nc2nnc(C(F)(F)F)n2C1(C)O (stereo not given)
  -4%	-4.5	3%	-5%	-6	11%	1%	-9%
> COc1cccc([C@@H]2CC=C(C(=O)O)[C@H](c3ccccc3)N2S(=O)(=O)c2ccc(C)cc2)c1
  -6%	-3.2	-6%	-17%	-2	19%	6%	1%

# The list itself, previewed entries included:
# Results follow in this order: EPAC1 ag	CCT modulator	EPAC1 antagonist	PLK1 PBD inh	PI5P4Ka inh	EPAC2 antagonist	WRN helicase inh	MmCpn inh
> COC(=O)C1C(c2ccc(OC)cc2)Nc2nnc(C(F)(F)F)n2C1(C)O (stereo not given)
  -4%	-4.5	3%	-5%	-6	11%	1%	-9%
> COc1cccc([C@@H]2CC=C(C(=O)O)[C@H](c3ccccc3)N2S(=O)(=O)c2ccc(C)cc2)c1
  -6%	-3.2	-6%	-17%	-2	19%	6%	1%
> COc1ccc(-c2c(C)nc3c(-c4ccccn4)cnn3c2N)cc1
  -1%	-3.2	23%	-19%	-2	0%	3%	0%
> CCCCCCCCCNC(=O)[C@H](NC(=O)COc1ccccc1)[C@@H]1NC(C(=O)OC)C(C)(C)S1 (stereo not given in full)
  -24%	2.7	-29%	-7%	9	6%	-3%	.
> COc1ccc(CNC(=O)C2CCN(S(=O)(=O)c3ccc(N4CCCC4=O)cc3)CC2)cc1
  -8%	1.6	19%	1%	-4	2%	9%	.
> O=c1[nH]cc(NCCc2ccccc2)c(=O)[nH]1
  1%	-0.6	-1%	-10%	-5	1%	-2%	-2%
> Cc1cc(C)c(C(=O)Nc2ccc(S(=O)(=O)Nc3ccccn3)cc2)c(C)c1
  10%	0.5	-1%	1%	-1	-11%	-4%[57.1 µM]	0%
> COc1ccc(C(=O)c2ccc(N(C)C)cc2)c(OC)c1
  8%	-0.4	-7%	-4%	.	?	1%	-4%
> Cc1c(N=C2N=C(NC(=O)c3cccs3)c3ccccc32)c(=O)n(-c2ccccc2)n1C
  23%	-0.2	-23%	-1%	-3	2%	-33%	1%
> CCOC(=O)C1=C(N)Oc2cc(C)oc(=O)c2C1c1cccnc1 (stereo not given)
  9%	-1.3	-8%	-11%	1	-11%	3%	1%
> COc1ccc(S(=O)(=O)N2CCCC(C(=O)NC3CCCC3)C2)cc1OC (stereo not given)
  -2%	1.1	-10%	5%	-9	-2%	-5%[57.1 µM]	2%
> Cn1nc(-c2ccccc2)c2cc(C(=O)O)sc21
  -5%	2.2	2%	-1%	-25	10%	?	1%
> COc1ccc(-n2c(COc3cccc4cccnc34)nnc2SCC(=O)O)cc1
  3%	0.9	3%	2%	-4	0%	-2%	-1%
> CCCCCCCCCS(=O)(=O)N/N=C/c1cccc([N+](=O)[O-])c1
  4%	-0.8	?	-17%	.	?	-22%	-1%
> CCN1C(=O)/C(=C/c2cccs2)N(C)C1=S
  0%	-0.9	0%	-3%	-1	2%	3%	0%
> C=CCc1cc(Cl)ccc1OCCOCCNC(C)(C)C
  12%	0.1	0%	-4%	1	0%	1%	-2%
> CCN(C(=N)N=C(N)N)c1ccccc1
  5%	-2.5	-18%	-14%	-3	3%	9%	2%
> COc1ccc2c(c1)OC[C@H]1[C@H]2N2C(=O)CN(Cc3ccc(F)cc3)C(=O)[C@@]2(C)[C@H]1c1ccccc1
  -12%	-0.4	1%	5%	2	-8%	6%	-4%
> O=C(NCC1CC1)c1cc2c(c(-c3cccc(-c4ccccc4F)c3)n1)[C@@H](CCO)N(C(=O)CC1CC1)C2
  -14%	-2.5	-10%	-2%	-2	-17%	-2%	.
> Cn1c(CN2CCOCC2)nnc1SCC(=O)NCCc1ccccc1
  0%	-3.2	-1%	-6%	.	-3%	5%	1%
> COc1ccc(N(CC(=O)NC2CCCC2)C(=O)CCC(=O)Nc2cc(C)on2)cc1
  5%	0.6	-13%	0%	1	1%	5%	0%
> CC(=O)NC(NC(=S)Nc1cccc(Br)c1)C(Cl)(Cl)Cl (stereo not given)
  2%	0.6	-20%	?	4	-9%	-19%	2%
> CCCOc1ccc(C(=O)Nc2ccc(NC(=O)c3cccs3)cc2)cc1
  7%	0.1	-11%	-13%	-4	2%	2%	1%
> O=C1CN(C(=O)c2ccc(F)c(S(=O)(=O)N3CCOCC3)c2)c2ccccc2N1
  -6%	0.3	-13%	1%	-6	15%	-3%	0%
> CCOc1ccc(-c2nnc(NC(=O)C3CCCC3)o2)cc1
  -7%	-1.8	-8%	-4%	2	0%	-32%	-1%
> O=C(O)CCCCCCCCc1cn(CN2C(=O)c3ccccc3C2=O)nn1
  -1%	-0.2	-4%	-14%	2	-2%	-3%	0%
> CCOC(=O)c1cnc(-c2ccc(C(F)(F)F)cn2)[nH]c1=O
  -11%	0.1	-7%	-4%	15	15%	-17%	-4%
> CCCNC(=O)Nc1cc(C)on1
  2%	-1.4	-25%	-10%	10	0%	-4%	1%
> O=C1Nc2ccc(S(=O)(=O)N3CCOCC3)c3cccc1c23
  2%	0.8	6%	-4%	.	7%	4%	.
> CCCc1ccc(-c2cc(C(=O)NC3=NCCS3)c3ccccc3n2)cc1
  26%	-23	-14%	-10%	21	-14%	-25%	2%
> Cc1ccc(-c2ccccc2)n1-c1ccc(C(=O)O)cc1
  6%	-4.2	0%	?	0	-28%[57.1 µM]	-2%	1%
> CC1CN(S(=O)(=O)c2cccc(C(=O)Nc3ccc(S(=O)(=O)Nc4ncccn4)cc3)c2)CC(C)O1 (stereo not given)
  -3%	1.0	17%	-8%	-12	1%	11%	-1%
> Nc1nc(COc2ccc3ccccc3c2)cs1
  16%	-4.0	-7%	-7%	.	-7%	-8%[57.1 µM]	.
> O=C(O)CC1(CC(=O)NCc2cc(F)cc3c2OCOC3)CCCCC1
  5%	-0.5	-3%	-12%	-6	18%	-18%	4%
> COc1ccc(S(=O)(=O)N(C)C[C@@H]2Oc3ccc(NS(C)(=O)=O)cc3C(=O)N([C@@H](C)CO)C[C@H]2C)cc1
  -12%	-0.8	-10%	0%	-2	?	-30%	1%
> Cc1cccc(NC(=O)CSc2nnc(-c3ccncc3)n2CC2CCCO2)c1 (stereo not given)
  -4%	-5.8	3%	-1%	6	0%	4%	3%
> CCC(C(=O)NCc1ccco1)n1nc(-c2ccc(OC)cc2)ccc1=O (stereo not given)
  -1%	-2.4	6%	-11%	?	4%	-6%[11.6 µM]	-1%
> Cc1cccn2c(=O)c(C=NCc3ccco3)c(Nc3ccc(SC(F)F)cc3)nc12
  -4%	1.6	16%	-1%	1	17%	-13%	-1%
> COc1cc(/C=N/NC(=O)c2cccc3ccccc23)ccc1OCC(N)=O
  5%	-1.2	2%	-6%	1	13%	-3%	.
> COc1cc(OC)cc(-c2ncc3ccccn23)c1
  5%	3.8	14%	-7%	12	7%	3%	-8%
> CC1=CC(c2ccc(Cl)cc2)n2nc(NC(=O)CCC(=O)O)nc2N1 (stereo not given)
  5%	-0.9	-1%	-28%	-11	4%	-30%	-1%
> CCOc1ccc(C(=O)N2CCCN(C(=O)c3ccc(OCC)cc3)CC2)cc1
  6%	-1.3	10%	?	.	7%	6%	1%
> CCOc1ccc(S(=O)(=O)Nc2cc(C)ccn2)c2ccccc12
  -10%	-0.2	7%	-6%	.	1%	-4%	1%
> Cc1cc2oc(C(=O)NCCc3ccc(S(N)(=O)=O)cc3)cc(=O)c2cc1C
  6%	-0.1	-10%	27µM*	-29	-5%	-13%	-1%
> Cc1cccc(NCc2ccc(O)c3ncccc23)c1
  -4%	-1.2	12%	3.4µM*	-17	8%	6%	0%
> CC(C)(C)OC(=O)N1CCC[C@H]1c1nnc(SCc2cccc(Cl)c2)o1
  -7%	-0.5	-21%	-12%	0	-17%	-11%	1%
> Cc1cc(C(=O)N2CCN(S(C)(=O)=O)CC2)cs1
  1%	-1.6	7%	-4%	.	-1%	-10%	-6%
> O=C(c1ccccc1)c1c[nH]cc1-c1ccccc1
  4%	-1.4	9%	-1%	.	-1%	0%	0%
> N#CCCn1cc(CNCc2ccccc2)c(-c2cccc([N+](=O)[O-])c2)n1
  -4%	-1.9	-1%	-5%	2	-1%	-3%	-6%
> COc1ccc(NC(=O)c2ccc(OC(F)F)cc2)cc1Cl
  1%	0.3	-4%	-11%	5	4%	-1%	0%

# Next section.
# Results follow in this order: EPAC1 ag	CCT modulator	EPAC1 antagonist	PLK1 PBD inh	PI5P4Ka inh	EPAC2 antagonist	WRN helicase inh	MmCpn inh
> COc1ccc(OCC(=O)N2CCN(C(=O)c3cccs3)CC2)cc1
  -7%	-0.8	2%	-7%	2	-5%	-7%	2%
> Cc1nn(-c2ccccc2)c(C)c1NC(=O)COC(=O)Cc1ccccc1F
  -8%	1.7	7%	3%	0	10%	-1%	3%
> COC(=O)c1ccc(OCC(=O)NC(C)(C)C)cc1
  1%	-0.3	-17%	4%	1	-4%	-2%	-3%
> O=C(C1=C[C@@H](C2CC2)C[C@@H](OCCCCO)O1)N1CCN(Cc2ccc3c(c2)OCO3)CC1
  6%	-3.8	2%	-11%	1	-7%	8%	.
> COc1ccc(-c2cc(=O)oc3cc(OC(=O)C4CCCCC4)ccc23)cc1
  5%	-1.6	-5%	-1%	6	-5%	-2%	1%
> O=C(NCc1ccc(Cl)s1)C1CCC(=O)N(CCc2ccccn2)C1 (stereo not given)
  -6%	-0.3	0%	3%	-9	13%	3%	-5%
> COCc1nnc(NC(=O)CCSc2ccccc2)s1
  -4%	1.8	12%	1%	.	-4%	4%	-1%
> Cc1cnc(C(=O)OCC(=O)N2CCN(C(=O)c3ccco3)CC2)cn1
  3%	-3.4	4%	-13%	-9	9%	8%	-1%
> COc1ccc2c(c1)c1nnc(SCC(=O)N3C(C)CCCC3C)nc1n2C (stereo not given)
  1%	0.3	1%	0%	.	-5%	-17%	1%
> CC(C)c1ccc(N(CC(=O)NCc2ccco2)C(=O)CCC(=O)Nc2nccs2)cc1
  -7%	0.5	-3%	-8%	-10	0%	-6%	0%
> O=C(c1cc(COc2ccc(F)cc2Cl)on1)N1CC[C@@H]2CCCC[C@H]2C1
  -2%	-0.2	-18%	-1%	21	?	-33%	2%
> CSc1ccc(C2=CC(=O)C[C@H](c3ccc(F)cc3)C2)cc1
  -6%	-39*	10%	0%	6	3%	-4%	-8%
> CCOc1ccc(-n2c(=O)[nH]cc(C(=O)N3CCCc4ccccc43)c2=O)cc1
  -2%	1.1	1%	-7%	-6	6%	4%	3%
> Cn1nc(-c2ccccc2)c2nc3ccccc3nc21
  9%	-0.7	10%	21µM*	14	291%[activator]	-2%	0%

# This is a subset, so the mix of outcomes need not match the whole.
